# High-throughput results from PubChem BioAssay.
# PAFAH1B2 inh – inhibitors of human PAFAH1B2. 340,000 compounds, 1.2% hits. recombinant PAFAH1B2, FP-rhodamine activity probe, fluorescence polarization. inhibition, % at 3.39 µM. P68402. AID 492953;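 active means inhibition above the mean of all tested compounds plus 3 SD, cut at about 24% in these data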;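 further: 0% = enzyme with DMSO and 100% = wells lacking PAFAH1B2; many of its hits are not listed in these tables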
# PREPL inh – inhibitors of human prolyl oligopeptidase-like enzyme PREPL | Q4J6C6 | 320,000 compounds, 0.68% hits | inhibition, % at 5.96 µM | recombinant PREPL, fluorescence polarization activity-based probe; in the data active means inhibition above about 43%;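 further: 0% = enzyme with DMSO and 100% = wells lacking enzyme; many of its hits are not listed in these tables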
# PAFAH1B3 FP inh – PAFAH1B3 (human) inhibition; recombinant PAFAH1B3, FP-rhodamine probe, fluorescence polarization; Q15102; 340,000 compounds, 0.28% hits; inhibition, % at 3.39 µM; AID 492972;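 active means inhibition above the screen-wide average of all tested compounds plus 3 SD, cut at about 25% in these data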;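 further: 0% = enzyme with DMSO only and 100% = wells lacking PAFAH1B3 protein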
# Target sequence (Q15102 whole entry, looked up): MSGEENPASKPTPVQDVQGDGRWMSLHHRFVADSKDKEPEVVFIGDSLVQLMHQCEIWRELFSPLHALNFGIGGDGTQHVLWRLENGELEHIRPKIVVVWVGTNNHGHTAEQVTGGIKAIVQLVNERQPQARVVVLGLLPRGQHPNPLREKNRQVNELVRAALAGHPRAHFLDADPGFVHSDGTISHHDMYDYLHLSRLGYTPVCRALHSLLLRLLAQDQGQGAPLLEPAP
# LYPLA2 counter – LYPLA2 (human) inhibition in PME1 counter-screen; O95372; recombinant LYPLA2, FP-Rh probe fluorescence polarization; inhibition, % at 5.9 µM; 320,000 compounds, 0.38% hits;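 active means inhibition above the screen-wide mean plus 3 SD, limit set per campaign, cut at about 26% in these data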;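 further: 0% = LYPLA2 with DMSO and 100% = wells lacking LYPLA2 enzyme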
# Target sequence (O95372 whole entry, looked up): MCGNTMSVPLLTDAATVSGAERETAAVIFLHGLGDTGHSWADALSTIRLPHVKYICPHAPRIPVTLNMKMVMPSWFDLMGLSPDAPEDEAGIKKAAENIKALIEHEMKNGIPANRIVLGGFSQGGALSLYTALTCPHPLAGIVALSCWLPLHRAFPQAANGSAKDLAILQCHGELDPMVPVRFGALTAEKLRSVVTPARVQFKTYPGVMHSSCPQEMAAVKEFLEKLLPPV
# EBNA-1 inhibitor – blocks EBNA-1 binding to DNA; EBNA-1 DNA binding, fluorescence polarization; AID 1950; 300,000 compounds, 0.34% hits; inhibition, % at 14.8 µM; in the data active means inhibition above about 28%
# PAFAH2 inh – PAFAH2 (human) inhibition; Q99487; recombinant PAFAH2, FP-rhodamine activity probe, fluorescence polarization; inhibition, % at 3.39 µM; 340,000 compounds, 0.99% hits; AID 492956;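 active means inhibition above the mean over all tested compounds plus 3 SD, cut at about 30% in these data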;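 further: inhibitors block probe labeling of enzyme so polarization drops; 0% = enzyme with DMSO and 100% = wells lacking PAFAH2 protein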
# ZTA DNA inh – counter-screen for EBNA-1 inhibitors: inhibitors of Epstein-Barr virus ZTA; ZTA-DNA binding, fluorescence polarization; inhibition, % at 11 µM; AID 2234; 320,000 compounds, 0.15% hits; P03206; in the data active means inhibition above about 33%
# Target sequence (P03206 whole entry, looked up): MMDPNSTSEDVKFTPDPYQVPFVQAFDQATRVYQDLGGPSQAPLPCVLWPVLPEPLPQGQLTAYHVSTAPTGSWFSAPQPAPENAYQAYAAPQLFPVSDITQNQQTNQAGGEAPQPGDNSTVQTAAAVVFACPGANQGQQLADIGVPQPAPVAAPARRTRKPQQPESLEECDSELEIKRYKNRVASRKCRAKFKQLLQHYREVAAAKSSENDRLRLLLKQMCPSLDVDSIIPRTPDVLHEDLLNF
# LYPLA1 counter – blocks human lysophospholipase 1, a PME1 counter-screen | recombinant LYPLA1, FP-Rh probe fluorescence polarization | inhibition, % at 5.9 µM | 320,000 compounds, 0.16% hits | O75608;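 active means inhibition above the mean of all tested compounds plus 3 SD, set per campaign, cut at about 14% in these data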;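 further: inhibitors block serine hydrolase probe labeling of LYPLA1 so polarization falls; 0% = enzyme with DMSO and 100% = wells lacking LYPLA1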
# Target sequence (O75608 whole entry, looked up): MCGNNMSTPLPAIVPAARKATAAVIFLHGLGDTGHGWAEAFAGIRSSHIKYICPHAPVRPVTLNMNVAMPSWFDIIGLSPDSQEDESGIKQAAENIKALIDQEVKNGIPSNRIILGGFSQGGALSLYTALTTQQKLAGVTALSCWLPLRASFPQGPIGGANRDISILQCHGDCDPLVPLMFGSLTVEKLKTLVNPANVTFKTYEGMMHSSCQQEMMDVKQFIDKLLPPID
# pPAFAH inh – inhibitors of human plasma PAF acetylhydrolase (pPAFAH); Q13093; recombinant pPAFAH, FP-rhodamine probe fluorescence polarization; inhibition, % at 3.39 µM; 330,000 compounds, 1.5% hits; AID 463082;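 active means inhibition above the mean inhibition across the screen plus 3 SD, cut at about 25% in these data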;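 further: inhibitors block binding of the rhodamine activity-based probe so polarization drops; 0% = enzyme with DMSO and 100% = wells lacking pPAFAH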
# Starred values were filed as active, the others as inactive; . = no result given.
SMILES,PAFAH1B2 inh,PREPL inh,PAFAH1B3 FP inh,LYPLA2 counter,EBNA-1 inhibitor,PAFAH2 inh,ZTA DNA inh,LYPLA1 counter,pPAFAH inh
CC1CN(S(=O)(=O)c2csc(C(=O)Nc3ccccc3)c2)CC(C)O1 (centres undefined),0,-1,3,-7,9,-5,-7,-6,-1
COc1cc(Nc2ccc(C)cc2)c([N+](=O)[O-])nc1[N+](=O)[O-],1,6,9,5,7,4,-1,1,2
Cc1ccccc1Oc1ncccc1C(=O)/C(C#N)=C/N(C)C,-1,12,-5,-3,-3,-6,-1,-2,1
Nc1nc(CSc2nc3ccccc3s2)nc(N2CCOCC2)n1,5,8,2,10,3,-7,-7,-1,1
CCc1nnc(NC(=O)C2CCC(CNc3c(N4CCCCC4)c(=O)c3=O)CC2)s1 (centres undefined),0,-4,1,14,-1,-9,1,7,4
Cc1ccc(S(=O)(=O)N(CC(=O)c2ccc(Cl)cc2)C(=O)N2CCN(C)CC2)cc1,0,-4,-6,-3,4,3,7,5,-1
CNS(=O)(=O)c1cc(NC(=O)CCNC(=O)c2ccco2)ccc1C,0,-5,8,-4,12,-5,8,0,4
CC1(C)NC(=O)N(CCOCCSc2ccccc2)C1=O,11,13,4,4,7,-5,0,4,16
O=C(c1ccc(F)cc1Cl)N(c1ccccn1)C1CCCCC1,5,-5,5,0,2,1,3,-3,0
CCC(C)c1ccccc1NC(=O)c1cccc(-n2cnnn2)c1 (centres undefined),1,10,9,.,.,8,.,.,2
O=C(O)CSc1cc(C(=O)c2cc(F)ccc2O)cn2c(=O)c3c(-c4ccccc4)csc3nc12,-26,12,-41,-38,15,-32,24,-25,53*
Cc1cccc(C(=O)OC2CCOC2=O)c1O (centres undefined),6,7,4,-2,3,-1,14,-2,3
CCCCn1c(N)c(N(CCC(C)C)C(=O)C2=NN(c3ccccc3)C(=O)CC2)c(=O)[nH]c1=O,2,7,2,7,.,3,-12,7,3
O=C(NCCNS(=O)(=O)c1ccccc1)N1CCOCC1,2,0,10,0,1,5,7,-3,6
COC(=O)C1=C(C(C)=O)C(c2ccc(C(=O)OC)cc2)n2nnnc2N1 (centres undefined),4,1,-1,-6,-1,3,-11,1,-3
Cn1c(SCC(=O)NC2CC2)nnc1-c1ccccn1,2,3,4,0,-1,2,-3,1,2
Cc1nn(Cc2c(F)c(F)c(F)c(F)c2F)c(C)c1NC(=O)c1nn(C)c(C)c1Br,-1,-3,-1,-1,1,0,4,-2,4
O=C(c1cccc(F)c1)N1CCN=C1SCc1cccnc1,-3,-2,8,6,3,-6,-7,-1,0
CCc1ccccc1NC(=S)N(Cc1cccnc1)Cc1ccco1,0,6,-3,3,7,2,13,-1,3
Cc1nn(-c2ccccc2)c(C)c1C(=O)Nc1ccc(N2CCOCC2)cc1,7,2,11,1,7,8,1,0,3
Cc1ccccc1-n1ncc2c1CC(C)(C)CC2NC(=O)c1snnc1C (centres undefined),-2,4,2,17,4,-7,1,4,4
CCC(C)(C)NC(=O)C(c1ccccn1)N(C(=O)c1csnn1)c1ccccc1 (centres undefined),-4,2,6,4,-4,0,-10,0,-5
COc1ccc(-c2csc3nc(-c4ccccc4OC)oc(=O)c23)cc1,-9,2,-16,16,-4,-6,-9,4,-7
CCOc1ccc(S(=O)(=O)Nc2ccc(C(=O)NCC(C)(C)N3CCOCC3)cc2)cc1,10,-2,-3,1,-1,2,10,-4,2
COc1ccc(N=C2NC(=O)/C(=C\c3ccco3)S2)cc1,-1,8,1,-1,-13,7,0,-3,8
CC(=O)Nc1ccc(CN2CCCCCCC2)cc1,4,4,4,-6,8,0,9,0,0
Cc1cc(C)n2nc(SCc3ccc(F)cc3Cl)nc2n1,-1,-5,-2,0,5,8,-11,0,3
Cc1ccc(CC2C(=O)N(c3cc(Cl)ccn3)C(=O)C2C)cc1 (centres undefined),2,-12,3,-2,-3,6,-6,-1,4
CCCc1cc(=O)oc2cc(OCc3ccc(C(=O)O)cc3)ccc12,1,16,11,6,3,6,3,0,1
O=C(CCSc1ccccc1)Nc1ccccc1C(=O)N1CCCC1,2,17,3,-4,5,6,7,-1,-5
COCc1cc(C)nc(SC)c1C#N,.,-5,.,-4,-8,.,-1,0,-1
O=C(O)CSc1nnc(COc2cccc3ccccc23)n1Cc1ccccc1,5,-16,2,-7,-3,0,8,-2,6
CCN1CCCC1CNS(=O)(=O)c1ccc(C(=O)Nc2ccccc2)cc1 (centres undefined),1,-13,-5,5,11,-4,5,-1,-2
CCC/C=N/NC(=O)c1cc(-c2ccccc2)nc2ccccc12,5,-2,-5,-11,-13,-3,-20,-3,-5
NCCCCCC(=O)N/N=C/c1coc2ccccc2c1=O,3,14,5,-1,3,-5,-8,-2,-3
CC(C)(CO)NC(=O)CCCOc1ccc(Cl)cc1Cl,2,4,-8,4,-7,-1,-2,-1,2
CCOC(=O)c1cccc(-n2c(C)nc3ccccc3c2=O)c1,7,2,2,3,5,0,-2,3,1
O=C(COC(=O)c1ccc2ncsc2c1)Nc1cc([N+](=O)[O-])ccc1Cl,-8,15,-11,-7,.,8,18,-5,-2
CCN1CCN(S(=O)(=O)c2ccc3c(c2)NC(=O)CS3)CC1,6,10,10,10,6,0,-9,4,0
c1ccc(-c2csc(N3CCOCC3)n2)cc1,5,5,2,-2,-1,-6,7,-1,7
COc1ccc(-n2c(COc3ccc(C)cc3)nnc2SCC(N)=O)cc1,1,-46,1,-2,4,0,-16,-1,3
Cn1c(CCNC(=O)c2ccc(F)cc2)nc2ccccc21,5,14,-3,-6,-8,-5,4,-2,-2
Cc1cccc(C)c1OCc1cc(C(=O)N2CCC(c3ccccc3)CC2)no1,4,0,10,-5,-1,0,12,-1,2
O=c1[nH]n(-c2ncnc3c2cnn3-c2ccccc2)c(=O)c2ccccc12,7,-2,4,7,-1,8,16,1,-2
COC(=O)[C@H](CCSC)NC(=O)Nc1cc(OC)cc(OC)c1,-2,-3,3,4,3,-5,6,1,2
CCOc1ncccc1C(=O)Nc1ncc(C)s1,4,0,8,2,-3,0,-9,-2,3
Cc1ccc(NC(=O)CSCC#N)cc1Cl,7,-6,6,-2,22,1,23,-2,9
CCOc1ccc(-n2c(=O)cc(N3CCN(c4ccccc4)CC3)[nH]c2=O)cc1,16,-1,3,3,5,-11,-1,-1,-1
Cn1c2ccccc2c2cc(/C=N/NC(=O)c3ccc(O)cc3O)ccc21,23,31,33*,-18,-22,-22,-12,-14,31*
COC(=O)CSc1nsc(SCC(=O)OC)n1,1,-1,-3,-6,4,0,-8,1,-6
Cc1c(Cc2ccccc2)c(=O)oc2c(C)c(OCC(=O)NCC3CCC(C(=O)O)CC3)ccc12 (centres undefined),0,-4,6,6,6,5,0,-1,2
CN(c1ccccc1)S(=O)(=O)c1ccc(Cl)c(C(=O)Nc2ccncc2)c1,-2,2,6,9,.,-1,-2,6,-1
O=C(NCCCCc1ccccc1)C1CC(c2ccc(C(F)(F)F)cc2)=NO1 (centres undefined),15,-2,-2,4,-6,7,-6,2,9
Cc1ccc(C)c(N(C(=O)CCC(=O)Nc2cc(C)on2)C(C(=O)NC2CCCC2)c2ccco2)c1 (centres undefined),0,-4,-3,4,-3,7,-7,0,-1
NCCNc1cc(N2CCCC2)ccc1[N+](=O)[O-],-3,5,3,-7,0,2,6,-2,2
CCOC(=O)N1CCC(NS(=O)(=O)c2ccccc2)CC1,3,-7,3,2,5,9,18,0,7
Cn1c(=O)cc(SCC(=O)NCCC2=CCCCC2)c2cc(Cl)ccc21,4,15,4,1,13,3,-30,1,0
COc1ccc(Cl)cc1NC(=S)NCCC(c1ccccc1)c1ccccc1,-25,5,-53,-5,-7,-53,3,-12,-19
Cc1ccc(N(CC(=O)NCc2ccco2)C(=O)CCC(=O)Nc2nccs2)cc1C,8,3,11,0,-10,-9,8,-2,5
O=c1[nH][nH]c2cc(=O)n(-c3cccc(C(F)(F)F)c3)nc12,15,7,19,2,-1,14,-7,2,17
# Additional records:
SMILES,PAFAH1B2 inh,PREPL inh,PAFAH1B3 FP inh,LYPLA2 counter,EBNA-1 inhibitor,PAFAH2 inh,ZTA DNA inh,LYPLA1 counter,pPAFAH inh
Cn1nc(-c2ccccc2)c(-c2nc(-c3cccc(Cl)c3)no2)c1Cl,4,-1,8,-6,10,-2,14,-2,6
O=C1CCC(C(=O)N2CCOCC2)CN1Cc1cccc(C(F)(F)F)c1 (centres undefined),4,0,6,0,5,-5,23,-2,3
CCOc1ccc(S(=O)(=O)N2CCC(C(=O)OCc3ccc(OC)cc3)CC2)cc1,7,1,2,3,-5,4,9,3,4
CCCCNC(=O)c1onc(CSc2ccc(F)c(F)c2)c1C(=O)O,9,7,9,0,-9,17,8,-3,23
CC(C)(C)NC(=O)C(=O)N/N=C/c1ccc(Br)cc1,-3,7,3,2,6,-2,-16,3,6
CC(=O)Nc1ccc(N=Cc2nc(-c3ccc(C)cc3)oc2O)cc1,4,3,-1,3,2,24,2,1,12
CCOc1ccccc1-n1c(SCC(N)=O)nnc1-c1cccnc1,-3,13,-3,9,8,4,-17,3,-1
COc1ccc(/C(=N\Nc2ccccc2C(=O)O)c2ccccc2)cc1,2,2,4,2,3,3,9,2,19
O=C(CCn1c(=O)oc2ccccc21)N(Cc1ccccc1)c1ccccc1,4,21,3,0,-7,3,-1,-1,-14
CCOC(=O)c1sc(NC(=O)c2ccc(S(=O)(=O)N(C)C)cc2)nc1C,6,2,7,-5,-6,0,-7,-2,-3
COc1ccc(Br)c(C(=O)Nc2nc3ccccc3[nH]2)c1,-5,14,-6,11,8,9,5,3,-6
O=C(Nc1ccc(-c2noc(-c3cccs3)n2)cc1)c1cccnc1,-4,-15,-8,-17,-5,-18,3,-22,-11
C=CCC(C)(NCc1ccccc1)c1ccccc1 (centres undefined),10,1,8,-3,10,7,8,-2,4
Cc1c(C(=O)c2cccc([N+](=O)[O-])c2)c2ccccn2c1CCC#N,1,2,2,-2,-16,2,-13,-2,4
COc1ccc([N+](=O)[O-])cc1N(CC(O)CN1CCCC1)S(=O)(=O)c1ccc(C)cc1 (centres undefined),-6,3,2,-1,-3,4,4,1,2
Cc1ccccc1NS(=O)(=O)c1ccc(C(=O)NNC(=O)c2ccccc2O)cc1,4,-2,-8,-3,-6,5,-6,-1,23
NC(=O)Nc1ccccc1C(=O)NCCc1ccccc1,-1,4,7,9,-1,2,-7,4,2
Cc1occc1-c1nnc(SCC(=O)c2c(N)n(C3CC3)c(=O)[nH]c2=O)n1C,1,2,4,3,.,-2,-12,2,-1
O=C1CC(c2ccco2)CC(O)=C1C=NCC1CCNCC1 (centres undefined),0,8,5,1,-9,7,-1,1,4
CCCCNC(=O)OC1CCS(=O)(=O)C1 (centres undefined),4,-3,-2,10,-11,5,11,1,3
N#Cc1c(-c2cccc(F)c2)cc(-c2ccccc2)nc1Br,-2,12,11,7,11,-4,1,0,2
CN(C)CCn1nnc2c(=O)oc3ccccc3c21,-1,-5,3,0,-1,7,-6,0,5
COc1ccc(N2CC(NC(=O)NCC(C)C)CC2=O)cc1 (centres undefined),4,1,-3,3,2,-5,-2,1,5

# Sorted by molar mass (descending): some entries from above.
SMILES,PAFAH1B2 inh,PREPL inh,PAFAH1B3 FP inh,LYPLA2 counter,EBNA-1 inhibitor,PAFAH2 inh,ZTA DNA inh,LYPLA1 counter,pPAFAH inh
O=C(CCn1c(=O)oc2ccccc21)N(Cc1ccccc1)c1ccccc1,4,21,3,0,-7,3,-1,-1,-14
COc1ccc(Br)c(C(=O)Nc2nc3ccccc3[nH]2)c1,-5,14,-6,11,8,9,5,3,-6
CCCCNC(=O)OC1CCS(=O)(=O)C1 (centres undefined),4,-3,-2,10,-11,5,11,1,3

# Not all compounds are listed (hit frequency here may not be typical).
